K1F lysis inhibition: inhibition of K1F phage lysis, E. coli UTI89, bacterial capsule biogenesis inhibitors, alamar blue (AID 488966); E. coli UTI89 K1F phage lysis, alamar blue, 2 h; higher % means a stronger effect; inhibition, % at 100 µM; hits with a dose series show IC50 in µM; hit rate 0.02% among 340,000;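 active = phage lysis inhibition, versus mean bacterial control, above a set limit; inconclusive = no clear call, values can overlap the other calls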;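 also: capsule biogenesis inhibitors block K1F phage lysis so surviving cells raise fluorescence; higher fluorescence means more inhibition of phage lysis; actives were called in the ten point dose series up to 300 µM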
HIV peptide binding: cell-free HIV fusion peptide-binding blockers – biochemical, uHTS, fluorescence dequenching, primary screen (AID 1986). cell-free peptide binding, fluorescence dequenching, 30 min; higher % means a stronger effect. one-dose inhibition, % at 20 µM; IC50 in µM for titrated hits. hit rate 0.3% among 290,000; in the data active = inhibition mostly above about 52%, no sharp cut-off; inactive = mostly below about 76%; also: some results filed as inactive read as strong as hits
Salmonella PhoP GFP: PhoP-dependent GFP reporter repression – Salmonella Typhimurium, primary screen (AID 1863). one-dose inhibition, % at 50 µM; IC50 in µM for titrated hits. hit rate 0.16% among 300,000. S. Typhimurium PhoP-regulated promoter GFP reporter, 4 h; higher % means a stronger effect;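 active = inhibition over 29.93%, a cutoff 3 SD above the screen mean, later confirmed by dose response; inconclusive = inhibition over 29.93% but no dose response follow-up; inactive = inhibition at most 29.93% or unconfirmed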;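 also: 0% = low Mg2+ inducing control and 100% = high Mg2+ repressing control; strong numbers were not always called active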
MgcRacGAP inhibition: MgcRacGAP GTPase-activating activity inhibitors, confirmation, biochemical, ADP Hunter fluorescence. MgcRacGAP-stimulated Rac1 GTP hydrolysis, ADP Hunter fluorescence; higher % means a stronger effect; GST-tagged Rac1 F28L mutant substrate. inhibition, % at 30 µM, or IC50 in µM where a hit was titrated. hit rate 0.6% among 340,000;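 active = first-screen hits whose inhibition reached a set limit at any dose in the follow-up dose series; inconclusive = inhibition above the set first-screen limit but never retested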;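 also: fluorescence reports GDP produced by GAP-driven GTP hydrolysis; strong numbers were not always called active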
SV40 large T antigen: TAg ATPase/helicase activity blockers – biochemical (AID 1903); one-dose inhibition, % at 20 µM; IC50 in µM for titrated hits; hit rate 0.39% among 310,000; SV40 large T antigen ATPase/helicase inhibition assay; higher % means a stronger effect; in the data active = a potency from the dose series; inconclusive = inhibition mostly from about 32% at the one dose, without a potency; inactive = the rest, 99 in 100 with inhibition below about 32%; also: strong numbers were not always called active
Dengue-2 NS5 capping: flavivirus cap methylation enzyme inhibition – biochemical, confirmation dose response, primary screen (AID 588689). Dengue-2 NS5 methyltransferase capping enzyme assay, biochemical; higher % means a stronger effect. inhibition, % at 25 µM; hits with a dose series show IC50 in µM. hit rate 0.3% among 340,000; in the data active = a potency from the dose series; inconclusive = inhibition above about 29% without an active follow-up result
GPR55 antagonists: inhibition of LPI-stimulated GPR55 beta-arrestin translocation – imaging, U2OS, beta-arrestin-GFP, LPI agonist, primary screen (AID 2013). hit rate 0.13% among 290,000. one-dose inhibition, % at 10 µM; IC50 in µM for titrated hits. U2OS GPR55 beta-arrestin-GFP translocation imaging, LPI antagonism; higher % means a stronger effect;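 active = spots per cell inhibited over 60%, with over 100 cells counted and total cytoplasm intensity under 500,000; inconclusive = wells with under 100 cells, flagged as likely toxic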;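 also: U2OS cells stably carrying GPR55 and arrestin-GFP stimulated by 5 µM LPI near EC80; imaged beta-arrestin-GFP aggregate spots per cell after agonist stimulation; plate controls were LPI-stimulated DMSO wells for no effect and DMSO wells without LPI for full effect; some results filed as inactive read as strong as hits; confirmed hits need IC50 under 10 µM and bright autofluorescent wells are also inconclusive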
GPR35 arrestin U2OS: inhibition of zaprinast-stimulated GPR35 beta-arrestin translocation – imaging, U2OS, beta-arrestin-GFP, zaprinast agonist, primary screen (AID 2058). one-dose inhibition, % at 10 µM; IC50 in µM for titrated hits. U2OS GPR35 beta-arrestin-GFP translocation imaging, zaprinast antagonism; higher % means a stronger effect. hit rate 0.052% among 290,000;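 active = inhibition of at least 50% with at least 30 cells and total cytoplasm GFP at most 10,000,000; inconclusive = under 30 cells or total GFP of 10,000,000 plus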
RSV CPE inhibition: inhibition of RSV-induced cytopathic effect – HEp-2 cells, primary 10 µM value included (AID 2391) | HEp-2 cells, RSV-induced CPE inhibition; higher % means a stronger effect | hit rate 0.13% among 310,000 | one-dose CPE inhibition, % at 10 µM; IC50 in µM for titrated hits; in the data active = a potency from the dose series; inconclusive = CPE inhibition mostly from about 23% at the one dose, without a potency; inactive = the rest, 99 in 100 with CPE inhibition below about 21%; also: strong numbers were not always called active
Numbers without * were called inactive; i = inactive; ? = inconclusive; · = not tested or not shown; [ ] = dose if it differs, or a comment.

SMILES	K1F lysis inhibition	HIV peptide binding	Salmonella PhoP GFP	MgcRacGAP inhibition	SV40 large T antigen	Dengue-2 NS5 capping	GPR55 antagonists	GPR35 arrestin U2OS	RSV CPE inhibition
COc1ccccc1N=C1SC(C(=O)Nc2ccc(F)cc2)CC(=O)N1C (centres undefined)	0.0%	2.5%	2%	8%	2%	-7%	11%	-9%	0.7%
CCN(CC)c1ccc(NC(=O)C2CCCN(S(=O)(=O)c3cnc[nH]3)C2)c(C)c1 (centres undefined)	-0.2%	-1.2%	-5%	20%	28%	-7%	4%	7%	1.1%
COc1ccc(Cl)cc1NC(=O)C(C)N(C)Cc1ccc(C(F)(F)F)cc1 (centres undefined)	1.1%	1.5%	-10%	1%	-2%	3%	2%	21%	5.2%
CC1Cc2ccccc2N1S(=O)(=O)c1c(N)n(C)c(=O)n(C)c1=O (centres undefined)	-0.1%	-1.0%	0%	0%	4%	-6%	4%	16%	0.9%
O=C(COC(=O)c1nsc(Cl)c1Cl)NC1CCCCC1	0.3%	1.1%	-4%	10%	7%	-7%	-7%	4%	2.6%
COc1cc2[nH]c(=O)c(C(=O)NCCCN3CCCCC3)c(O)c2cc1OC	1.3%	3.9%	4%	13%	23%	-4%	12%	-10%	-1.1%
CCCC(=O)Nc1nc(C)c(-c2csc(Nc3ccccc3OC)n2)s1	0.0%	1.6%	-3%	3%	25%	-6%	21%	2%	18%
Cc1ccc(N2CCN(C(=O)c3cc(C(=O)c4ccccc4C)c[nH]3)CC2)c(C)c1	-0.2%	0.6%	5%	5%	6%	-2%	-1%	-4%	?
CCOc1ccc(N=C(C)C2=C(O)c3ccccc3C2=O)cc1	-1.5%	-1.7%	-2%	-4%	1%	1%	17%	3%	9.3%
COc1ccc(C(=O)NC(C(=O)OCC(=O)Nc2sccc2C(N)=O)C(C)C)cc1 (centres undefined)	0.5%[50 µM]	·	·	2%	·	3%	·	·	0.2%
Cc1noc(C)c1C(=O)Nc1sc2c(c1C(N)=O)CCCCC2	8.2%	0.5%	6%	8%	10%	4%	-2%	6%	0.7%
O=C(c1cc2cc([N+](=O)[O-])ccc2oc1=O)N1CCN(C2CCCCC2)CC1	0.3%	-2.6%	-8%	6%	5%	-4%	-3%	-16%	2.1%
CCOc1ccccc1CN1CCC(n2nccc2NC(=O)CCCc2ccccc2)CC1	1.3%[50 µM]	-0.2%	2%	9%	11%	5%	21%	7%	0.9%
CCOC(=O)c1[nH]c(C)c(C(=O)N2CCN(c3ccc(F)cc3)CC2)c1C	6.5%	34%	-4%	2%	27%	2%	7%	5%	1.2%
CC(NC(=O)c1cccs1)c1ccc(Cl)cc1 (centres undefined)	0.7%	·	·	5%	10%	4%	·	·	1.9%
CN=C1C([N+](=O)[O-])=CC=C2C1=NC1(CCCCC1)N2O	-1.4%	3.0%	8%	4%	3%	2%	8%	0%	4.0%
O=C(NCCC1=CCCCC1)N[C@@H](Cc1ccccc1)C(=O)O	0.6%	-0.4%	-7%	16%	-2%	-4%	1%	8%	2.3%
N#Cc1cc2c(nc1SCC(=O)Nc1nccs1)CCCCC2	3.0%	2.9%	-12%	1%	4%	-4%	1%	-11%	1.5%
COc1cc(/C=C/C(=O)OCC(=O)NCCC2=CCCCC2)ccc1O	-0.4%	-3.2%	-8%	49µM*	33%	-8%	-2%	1%	0.7%
Cc1ccc(NC(=O)CN2C(=O)NC3(CCCc4ccccc43)C2=O)cc1S(=O)(=O)N1CCOCC1 (centres undefined)	-0.1%	-0.7%	-11%	-8%	14%	-6%	25%	-2%	-0.8%
CSc1ccccc1NC(=O)COc1ccccc1C	0.0%	0.5%	-1%	0%	5%	-5%	3%	-8%	3.4%
CN(c1ccc(C(=O)NCc2ccc3c(c2)OCO3)cc1)S(C)(=O)=O	5.2%	-1.9%	-7%	1%	0%	-13%	0%	-6%	1.4%
COc1ccc(CC(=O)c2ccccc2C(=O)O)cc1	-0.5%	4.7%	7%	1%	2%	0%	-1%	-2%	-0.8%
CCc1ccc(NC(=O)Cn2c(SC)nc3ccccc32)cc1	0.9%	0.7%	21%	15%	-8%	-9%	-1%	13%	4.0%
CN(C)c1cccc(NC(=O)C2(C)CC2(Cl)Cl)c1 (centres undefined)	1.4%	4.5%	-14%	11%	9%	3%	-7%	5%	0.9%
CC(C1CC2CCC1C2)N1CC(O)=C(c2nc3ccccc3[nH]2)C1=N (centres undefined)	-1.2%[50 µM]	2.1%	-5%	9%	3%	-5%	0%	-8%	-0.6%
COc1ccc(C(=O)c2sc(Nc3ccccc3)c(C(=O)Nc3ccc(OC)c(OC)c3)c2N)cc1	-0.7%	-2.9%	4%	14%	11%	-2%	10%	-10%	?
CC1(C)CC(=O)c2cnc(NC(=O)CSc3nc4ccccc4o3)nc2C1	0.5%	-0.6%	-10%	10%	0%	9%	-2%	5%	0.6%
COc1ccccc1NS(=O)(=O)c1ccc(C(=O)NCCCN2CCCC2=O)cc1	0.7%[50 µM]	·	·	5%	·	2%	·	·	0.6%
CCC(C)Sc1ccc([C@H]2N[C@@](Cc3ccccc3)(C(=O)OC)[C@H]3C(=O)N(C)C(=O)[C@@H]23)cc1 (some centres undefined)	4.1%	·	-6%	6%	16%	-2%	·	·	1.3%
COc1cccc(-c2nn(-c3ccccc3)cc2CN(C)Cc2ccno2)c1	0.0%	1.1%	-5%	-1%	8%	-17%	3%	11%	3.6%
Cc1nn(-c2ccc(Cl)c(Cl)c2Cl)c(=O)c2ccccc12	-0.1%	0.3%	-2%	-7%	0%	-17%	19%	-4%	0.1%
C=CCSc1nnc(-c2cc3c(-c4ccccc4)nn(C)c3s2)n1C	-0.2%	-2.5%	9%	12%	9%	-3%	8%	2%	8.9%
O=C1CCC(C(=O)Nc2cccc(S(=O)(=O)N3CCOCC3)c2)N1 (centres undefined)	0.4%	-1.8%	4%	3%	8%	-1%	4%	12%	-0.3%
CC(C)OP(=O)(c1ccc(N(C)C)cc1)C(O)c1c(Cl)cccc1Cl (centres undefined)	0.1%	-1.9%	11%	4%	6%	6%	-19%	3%	1.9%
O=C(NCc1ccc(Cl)cc1)c1cccc(NC2=NC3CS(=O)(=O)CC3S2)c1 (centres undefined)	-0.2%	-0.4%	·	7%	14%	-2%	6%	6%	1.6%
Cc1occc1C(=O)O/N=C(\N)c1ccccc1	·	0.2%	5%	·	12%	·	10%	-19%	1.3%
CCCCC(=O)Nc1cc(C)c(NC(=O)c2ccco2)cn1	0.3%	0.7%	2%	8%	5%	-6%	10%	-14%	1.4%
O=C(CN(CC1CCCO1)C(=O)CCC(=O)Nc1nccs1)NCc1ccccc1 (centres undefined)	0.5%	1.4%	0%	1%	8%	3%	-8%	-3%	0.5%
CCn1c(=O)n(CC)c2cc(N3CCCC3)c(NC(=O)c3ccccc3Br)cc21	-0.1%	-0.2%	8%	?	32%	1%	7%	-2%	15%
CC(=O)Nc1ccc(C)cc1	i	·	·	10%	·	-2%	·	·	2.5%
Cc1ccc(N2C(=O)N3[C@H](c4cccc(C)c4)[C@@H]4C(=O)N(Cc5ccccc5)C(=O)[C@@H]4[C@]3(C)C2=O)cc1	2.4%	·	-4%	11%	-2%	-11%	·	·	2.0%
C/C(=N\Nc1nc(-c2ccccn2)nc2ccccc12)c1ccc(F)cc1	i	0.1%	-3%	6%	8%	-2%	4%	-7%	3.4%
COC(=O)C(C(=O)Nc1ccccc1C)C1CCCC1 (centres undefined)	0.1%	2.8%	0%	11%	-1%	-3%	12%	2%	-0.4%
COc1cccc(C(=O)Nc2cc3c(cc2Br)OCCCO3)c1	0.3%	1.2%	-5%	-2%	10%	-5%	3%	-1%	9.6%
COc1ccccc1N/N=C1\COC(C)(C)CC1=O	0.1%	-1.2%	-9%	6%	21%	-7%	4%	-20%	-1.6%
N#Cc1ccc(N2Cc3ccccc3/C2=N/C(=O)Nc2ccc(Cl)cc2)cc1	4.8%	11%	18%	4%	-4%	-2%	12%	-10%	1.1%
O=C(COc1cccc2ccccc12)NNC(=O)CSCCO	1.0%[50 µM]	-1.5%	2%	-12%	6%	-3%	-5%	·	0.1%
CS(=O)(=O)c1ccc2nc(NC(=O)CN3CCC(Cc4ccccc4)CC3)sc2c1	-0.1%	-0.7%	6%	4%	10%	3%	0%	5%	-0.3%
Cc1cc(C)c2c(n1)SCC(=O)N2CC(=O)Nc1c(C)cccc1C	5.2%	0.4%	·	4%	·	8%	-1%	1%	0.8%
Cc1ccc(C(=O)COC(=O)CNC(=O)c2ccc(N3C(=O)c4ccccc4C3=O)cc2)cc1C	0.2%	2.5%	7%	12%	10%	2%	12%	-6%	1.4%
Cc1ccc(C(C)(C)NC(=O)C2CCC(=O)N(CC3CCCCC3)C2)cc1 (centres undefined)	0.2%	-1.1%	2%	4%	9%	4%	9%	10%	7.1%
COc1ccc(NC(=O)Nc2c[nH]c(=O)[nH]c2=O)cc1	0.4%	-0.8%	8%	8%	1%	-12%	3%	6%	-0.2%
COc1ccc(OCc2cc(C(=O)NCc3nc(C)cs3)no2)c(Cl)c1	-0.1%	-1.6%	-2%	-11%	10%	-2%	0%	-18%	8.6%
Cc1cc(C)c(OCCCON2C(=O)CCC2=O)c(Br)c1	1.0%	3.2%	1%	9%	5%	-8%	4%	-1%	0.3%
O=C(CSc1nc2ccccc2n1CCc1ccccc1)NC1CC1	0.1%	0.9%	-4%	10%	6%	-5%	-6%	-5%	1.7%
Cc1ccccc1NC1=C(Cl)C(=O)OC1OC(C)C (centres undefined)	0.6%	-0.4%	-6%	3%	9%	-5%	5%	-5%	0.0%
CC1(c2nnc(Cc3ccccc3)o2)CC(c2ccccc2Br)=NO1 (centres undefined)	-1.2%	·	·	3%	-3%	4%	·	·	2.1%
COCCNC(=S)Nc1ccc2nc(N3CCOCC3)cc(C)c2c1	-0.1%	-1.2%	-6%	15%	13%	-2%	5%	-3%	-1.9%
COc1cc2ccccc2cc1C(=O)Nc1ccccc1Cl	0.2%[50 µM]	6.6%	-7%	2%	5%	1%	-6%	5%	14%
O=C1NC(=S)N/C1=C\C=C\c1ccccc1	·	1.1%	2%	·	1%	·	-2%	-3%	0.2%
